# Scp1 inh: Scp-1 phosphatase inhibitors, primary screen, biochemical, colorimetric, uHTS; hit rate 0.88% among 340,000; Recombinant Scp1, phosphopeptide, malachite green phosphate absorbance; Carboxy-terminal domain RNA polymerase II polypeptide A small phosphatase 1 (Homo …; inhibition, % at 20 µM; AID 493091, 2011;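 active means inhibition above about 50% at 20 µM, limit read from the data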;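 further: plate controls were DMSO wells with enzyme for no effect and wells lacking enzyme for full effect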
# Target sequence (Q9GZU7 76-261 limits assumed): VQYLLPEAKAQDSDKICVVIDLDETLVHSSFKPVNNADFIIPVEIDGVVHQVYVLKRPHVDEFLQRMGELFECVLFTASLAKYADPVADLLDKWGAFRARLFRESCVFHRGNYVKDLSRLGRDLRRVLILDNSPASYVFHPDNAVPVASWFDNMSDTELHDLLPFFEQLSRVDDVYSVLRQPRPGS
#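 Test system: SCP-1 phosphatase catalytic domain, residues 76-261 | Compound dosing: One concentration, 20 µM, with 1.0% DMSO | Schedule: 45 min room-temperature reaction, 5 min colour, 30 min stabiliser | Detection: Absorbance at 630 nm | Read-out basis: % inhibition of SCP-1 phosphate liberation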
# SUMO1 PPI mod: modulators of SUMO1 protein-protein interactions, primary screen, biochemical, uHTS | Small ubiquitin-related modifier 1 (Homo sapiens), P63165 | SUMO1 binding to a labelled peptide, TR-FRET, 1 h | inhibition, % at 20 µM | hit rate 0.33% among 360,000; in the data active means inhibition above about 37%
# Target sequence (P63165 whole entry, looked up): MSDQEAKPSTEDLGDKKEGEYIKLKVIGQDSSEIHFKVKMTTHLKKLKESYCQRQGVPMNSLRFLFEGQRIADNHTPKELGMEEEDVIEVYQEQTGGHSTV
# NadD block: inhibitors of S. aureus NadD, primary screen, biochemical, colorimetric, uHTS. hit rate 0.78% among 360,000. purified NadD enzyme, colorimetric absorbance read-out. inhibition, % at 20 µM; in the data active means inhibition above about 26%; further: some compounds past the cut are filed as inactive
# TbMetRS inhib: T. brucei MetRS inhibitors, primary screen, biochemical, luminescence. methionyl-tRNA synthetase (Trypanosoma brucei brucei). purified T. brucei MetRS, ATP depletion, Kinase-Glo luminescence. inhibition, % at 11.9 µM. hit rate 0.4% among 360,000;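 active means inhibition above a per-plate cutoff of the control wells' mean inhibition plus 3 SD, cut at about 5.5% in these data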;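 further: 0% = DMSO wells median and 100% = median of wells with control inhibitor compound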
#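 Material – parasite MetRS enzyme · Medium – HEPES-MgCl2-KCl buffer plus DTT, spermine, BSA, pyrophosphatase · Reagent – ATP, methionine and E. coli bulk tRNA substrates · Times – 15 min enzyme-compound preincubation, 2 h reaction, 10 min detection, 25 °C · Measured by – luminescence of leftover ATP · Evaluation – percent inhibition relative to median high and low control wells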
# CSN inh: inhibitors of CSN-mediated cullin deneddylation, primary screen, biochemical, fluorescence polarization, uHTS; COP9 signalosome complex subunit 5 (Homo sapiens), Q92905; Purified CSN, SCF-Nedd8-OG deneddylation; inhibition, % at 12.5 µM; hit rate 0.38% among 360,000; AID 651999, 2013;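 active means pattern-corrected inhibition above about 35%, with an unprinted fluorescence ratio check between 0.5 and 1.5, limit read from the data, passing the limit was not always enough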;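 further: 0% = enzyme with substrate and 100% = substrate without enzyme; some results filed as inactive read as strong as hits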
#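 Assay system: purified human Csn5 enzyme expressed in HEK293T cells; Input: 0.24 nM Csn5 enzyme, final concentration; Reagent: 10 nM SCFSkp2-Nedd8OG; Compound dosing: 12.5 µM single point; Times: reaction 90 min, room temperature; Technique: fluorescence polarization readout.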
# DNMT1 block: human DNMT1 methyltransferase inhibitors, primary screen, biochemical, molecular beacon, fluorescence, HinP1I cleavage, uHTS; DNA (cytosine-5)-methyltransferase 1 (Homo sapiens), P26358; inhibition (reported as % activation of signal), % at 10 µM; hit rate 0.83% among 360,000; AID 588458, 2011; in the data active means inhibition above about 50%
# PABP1 MLLE inh: inhibitors of PABP1 MLLE–PAM2 peptide binding, primary screen, biochemical, fluorescence polarization, FITC-PAM2, GST-MLLE | inhibition, % at 20 µM | hit rate 0.36% among 360,000 | AID 588489, 2011; in the data active means inhibition above about 35%, passing the limit was not always enough;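 further: plate controls were DMSO wells with GST-MLLE for no effect and wells lacking GST-MLLE protein for full effect; some results filed as inactive read as strong as hits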
# LMPTP inh: LMPTP phosphatase inhibitors, primary screen, biochemical, fluorescence intensity, uHTS; AID 651560, 2012; hit rate 0.22% among 360,000; Low molecular weight phosphotyrosine protein phosphatase (Homo sapiens), P24666; recombinant LMPTP-A, OMFP fluorogenic substrate; inhibition, % at 20 µM;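 active means compounds that cut the enzyme signal by at least half of the control window in the single-dose screen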;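 further: plate controls were DMSO wells with enzyme plus substrate for no effect and substrate without enzyme for full effect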
# Target sequence (P24666 whole entry, looked up): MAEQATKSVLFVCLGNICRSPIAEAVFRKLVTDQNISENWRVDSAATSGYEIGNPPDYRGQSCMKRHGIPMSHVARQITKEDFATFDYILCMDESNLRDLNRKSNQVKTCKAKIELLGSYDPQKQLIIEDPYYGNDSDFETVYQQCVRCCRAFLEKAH
#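 Test system: LMPTP-A phosphatase enzyme. Amount: LMPTP-A at 0.625 nM final in the reaction. Reagent: OMFP substrate, 400 µM final. Times: 50 min at room temperature. Signal: endpoint fluorescence intensity from OMFP dephosphorylation. Read-out basis: % inhibition. Benchmarks: no-enzyme and uninhibited controls.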
# STEP block: STEP phosphatase inhibitors, primary screen, biochemical, fluorescence intensity, uHTS; recombinant STEP, OMFP fluorogenic substrate; inhibition, % at 20 µM; hit rate 0.25% among 360,000; AID 588621, 2011;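 active means inhibition at 20 µM, scaled per plate between control wells, above about 37%, limit read from the data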;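 further: 0% = DMSO with enzyme and substrate and 100% = substrate only without enzyme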
# Target sequence (P54829 whole entry, looked up): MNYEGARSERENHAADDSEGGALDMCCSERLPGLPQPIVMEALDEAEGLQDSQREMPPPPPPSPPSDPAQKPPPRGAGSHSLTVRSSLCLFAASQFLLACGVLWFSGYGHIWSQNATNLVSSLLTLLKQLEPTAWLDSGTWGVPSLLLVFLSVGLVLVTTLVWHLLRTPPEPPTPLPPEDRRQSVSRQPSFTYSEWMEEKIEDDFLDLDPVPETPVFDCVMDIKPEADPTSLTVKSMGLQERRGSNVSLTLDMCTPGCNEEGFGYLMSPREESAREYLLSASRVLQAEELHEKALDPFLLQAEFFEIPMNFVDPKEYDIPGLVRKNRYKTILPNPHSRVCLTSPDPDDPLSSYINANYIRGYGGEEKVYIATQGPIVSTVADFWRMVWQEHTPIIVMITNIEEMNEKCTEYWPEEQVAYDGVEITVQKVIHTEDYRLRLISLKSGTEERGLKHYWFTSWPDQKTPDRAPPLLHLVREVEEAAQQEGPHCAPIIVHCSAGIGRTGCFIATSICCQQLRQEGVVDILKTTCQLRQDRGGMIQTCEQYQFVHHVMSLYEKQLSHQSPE
#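 Material: STEP (striatal-enriched tyrosine phosphatase) enzyme, cell-free | Medium: 50 mM Bis-Tris pH 6.0 with 2.5 mM DTT and 0.005% Tween 20 | Read-out: Percent inhibition scaled to no-enzyme and uninhibited-enzyme controls, plate-pattern corrected | Signal: Fluorescence read at 480 nm ex / 540 nm em | Times: 20 min reaction, room temperature, in the dark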
# Rpn11 block: Rpn11 (PSMD14) deubiquitinase inhibitors, primary screen, biochemical, fluorescence polarization, uHTS; hit rate 0.59% among 360,000; calls only at 20 µM; 26S proteasome non-ATPase regulatory subunit 14 (Homo sapiens), O00487; human 26S proteasome, Ub4-pepOG fluorescence polarization; 20S core pre-blocked with epoxomicin; AID 588493, 2011;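 active means inhibition at 20 µM, scaled to each plate's controls, above about 33%, limit read from the data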
# Active calls of the source: *; i = inactive; nt = no result given.
1	Nc1ccccc1SCC1CSc2nc3ccccc3c(=O)n21 (stereo not drawn)
2	COC(=O)c1ccc(NC(=O)C2CCCO2)cc1 (stereo not drawn)
3	O=C(Cc1cccc2ccccc12)NC(=S)Nc1cccc(C(=O)O)c1
4	CCCCN1C(=O)C(=O)N(CC(=O)Nc2sc(C)c(C)c2C(=O)OC)C1=O
5	FC(F)C(F)(F)c1cc(-c2ccccc2)n[nH]1
6	CCN(C(=O)c1ccc(Cl)c([N+](=O)[O-])c1)c1ccccc1
7	O=C(CCCCCNC(=S)Nc1ccc(Cl)cc1)C[N+](=O)[O-]
8	CCOC(=O)c1c(C)[nH]c(C(=O)COC(=O)C(C)N2C(=O)C3CCCCC3C2=O)c1C (stereo not drawn)
9	c1ccc(-n2nnnc2-c2cccnc2)cc1
10	Cc1ccsc1C(=O)N/N=C/C=C/c1ccccc1[N+](=O)[O-]
Compound	1	2	3	4	5	6	7	8	9	10
Scp1 inh	-1	-4	-5	-13	-14	-9	-6	1	3	34
SUMO1 PPI mod	3	-4	1	-1	-3	-17	0	-4	-3	-23
NadD block	-6	-7	-7	-4	-3	-5	7	-3	-6	9
TbMetRS inhib	-0.5	-0.1	-0.3	0.0	-0.5	-0.3	0.5	-0.7	-0.1	-0.7
CSN inh	1	3	-4	-4	0	0	5	7	-2	-2
DNMT1 block	6	-1	-3	0	2	2	-1	-2	-1	-1
PABP1 MLLE inh	4	6	31	1	-5	-5	11	9	9	13
LMPTP inh	-0.4	0.4	-0.7	2.2	0.1	-1.5	0.9	0.4	-1.1	0.6
STEP block	-2	-5	3	-1	-2	2	0	0	-1	1
Rpn11 block	i	i	i	i	i	i	i	i	i	i

11	COc1cc(NC(=O)CNC(=O)Cn2c(C)cc3ccccc3c2=O)cc(OC)c1OC
12	Cc1ccc(C)c(NC(=S)c2ccc3ccccc3n2)c1
13	O=C(COC(=O)c1cncc(Br)c1)NCc1cccs1
14	O=C(COc1cc2oc(=O)c3c(c2cc1Cl)CCCC3)NCc1cccnc1
15	Cc1nc(N)nc(Nc2ccc(Cl)cc2)c1Br
16	O=C(NCCS(=O)(=O)N1CCN(c2ccccc2)CC1)C1CC1
17	O=C(O)C(Cc1ccccc1)N1C(=O)/C(=C/c2ccccc2)SC1=S (stereo not drawn)
18	N#C/C(=C\c1cccnc1)C(=O)Nc1ccccc1[N+](=O)[O-]
19	CCCS(=O)(=O)N1CCN=C1SCc1cccc(C)c1
20	CCOc1cc(C(=O)OCC(=O)NCc2ccco2)cc(OCC)c1OCC
Compound	11	12	13	14	15	16	17	18	19	20
Scp1 inh	-6	-10	-4	1	-14	-4	-8	33	-7	26
SUMO1 PPI mod	5	-3	2	2	-2	1	-15	14	2	9
NadD block	-4	3	-3	2	4	-3	3	2	-5	2
TbMetRS inhib	-0.1	0.3	-0.3	0.5	-0.3	-0.3	-0.1	0.2	-0.3	-0.6
CSN inh	-6	5	-4	-2	1	-3	0	-7	3	5
DNMT1 block	1	2	-3	3	-3	3	10	8	-2	32
PABP1 MLLE inh	-16	3	20	1	-8	-6	10	-22	19	-5
LMPTP inh	1.1	2.6	-0.5	0.0	33	-0.3	-0.9	3.0	-0.8	2.8
STEP block	0	1	-2	3	-2	1	2	3	-1	-9
Rpn11 block	i	i	i	i	i	i	i	i	i	i

21	Cc1cccc(NC(=O)/C=C/c2ccc(Cl)cc2)n1
22	C=CCNC(=O)c1cc(Cl)cc(Cl)c1
23	CC(NC(=O)c1ccccc1)C(=O)N/N=C/c1ccc(O)cc1 (stereo not drawn)
24	O=C(NCC(c1cccnc1)N1CCN(c2ccccc2F)CC1)c1ccco1 (stereo not drawn)
25	O=C1NC(c2ccccc2)=NC1(NS(=O)(=O)c1ccccc1)C(F)(F)F (stereo not drawn)
26	COc1ccc(CSc2nncn2C)cc1[N+](=O)[O-]
27	COc1ccc2[nH]cc(C(=O)CN(C)CCc3ccc(OC)c(OC)c3)c2c1
28	CCc1nnc(NS(=O)(=O)c2ccc(N/C=C\C(=O)c3ccc(F)cc3)cc2)s1
29	CC(=O)COc1cccc2ccc(/C=C/c3ccc(Br)s3)nc12
30	COc1ccc(Nc2oc(-c3ccc(F)cc3)nc2C#N)cc1
Compound	21	22	23	24	25	26	27	28	29	30
Scp1 inh	-1	-7	-1	-14	-1	-7	-4	-3	9	-11
SUMO1 PPI mod	-10	-1	-1	12	3	-7	-3	-1	-28	3
NadD block	-1	7	5	2	10	-1	6	9	-1	-6
TbMetRS inhib	-0.3	0.2	0.4	0.4	-0.3	0.6	-0.3	0.3	-1.6	0.4
CSN inh	-3	-8	2	-2	-9	0	-2	1	2	-3
DNMT1 block	1	-1	0	2	-2	-6	-10	1	1	5
PABP1 MLLE inh	8	-8	1	7	-12	6	4	-2	4	0
LMPTP inh	-0.1	0.0	-1.8	-0.6	-2.5	-1.0	-0.1	0.7	-0.2	1.7
STEP block	-3	-2	2	-1	1	-1	0	5	3	-2
Rpn11 block	i	i	i	i	i	i	i	i	i	i

# Next part; it opens with the four that closed the last part.
27	COc1ccc2[nH]cc(C(=O)CN(C)CCc3ccc(OC)c(OC)c3)c2c1
28	CCc1nnc(NS(=O)(=O)c2ccc(N/C=C\C(=O)c3ccc(F)cc3)cc2)s1
29	CC(=O)COc1cccc2ccc(/C=C/c3ccc(Br)s3)nc12
30	COc1ccc(Nc2oc(-c3ccc(F)cc3)nc2C#N)cc1
31	COc1ccc(CCC(=O)Nc2ccc(OC)c(S(=O)(=O)N3CCCCC3)c2)cc1
32	O=C(c1cccc(S(=O)(=O)NCc2ccccc2)c1)N1CCN(c2ccc(F)cc2)CC1
33	O=C(CCN1CCOCC1)NCc1ccccc1
34	Nc1c(-c2ccccc2)cnc2ncnn12
35	CN(C)CCN(C)Cc1ccccc1Sc1cccc2ccccc12
36	CCOc1ncccc1C(=O)OC(C)C(=O)Nc1ccc(N2CCOCC2)cc1 (stereo not drawn)
37	Cn1ccc2c(-c3ccc(CO)cc3)cc3c(c21)C1CCC3O1 (stereo not drawn)
38	COC(=O)COc1ccc(S(=O)(=O)N2CCCCC2)cc1[N+](=O)[O-]
39	CC(/C=C/c1ccccc1)=N\NC(=O)c1cc(C)[nH]n1
40	O=C(NNC(=O)c1ccc2c(=O)n3c(nc2c1)CCC3)c1ccc(F)cc1
Compound	27	28	29	30	31	32	33	34	35	36	37	38	39	40
Scp1 inh	-4	-3	9	-11	-12	-3	-9	-11	-11	-2	nt	-3	-9	1
SUMO1 PPI mod	-3	-1	-28	3	-1	1	-4	4	-10	-1	-5	-10	-14	0
NadD block	6	9	-1	-6	1	-3	-4	2	-5	8	-7	-8	-4	-4
TbMetRS inhib	-0.3	0.3	-1.6	0.4	-0.4	-0.2	-0.7	-0.2	0.6	-0.1	-0.8	-0.8	-0.4	0.2
CSN inh	-2	1	2	-3	4	-1	3	-2	6	-1	0	4	1	-4
DNMT1 block	-10	1	1	5	-2	0	3	2	3	-14	1	1	6	-1
PABP1 MLLE inh	4	-2	4	0	-5	14	-10	18	-14	-6	-27	-7	-1	1
LMPTP inh	-0.1	0.7	-0.2	1.7	-0.3	-0.2	-2.6	0.0	-4.5	0.4	-0.2	0.1	-1.6	-0.1
STEP block	0	5	3	-2	2	4	2	1	1	-3	4	0	0	4
Rpn11 block	i	i	i	i	i	i	i	i	i	i	i	i	i	i

41	C[C@H]1CN=C(Nc2ccccc2)N1CCc1ccccc1
42	C=CCNc1nc(N2CCOCC2)c(C#N)c2c1CN(C)CC2
43	O=C(CN1CCCCCC1)Nc1ccc(F)c(F)c1
44	Cc1cccc(OCC(=O)Nc2cc(NC(=O)COc3cccc(C)c3C)cc(C(=O)O)c2)c1C
45	Cc1cccc(NC(=O)NNC(=O)c2cc3occc3[nH]2)c1C
46	CC(=O)c1cc2c(cc1C)CCCC2(C)C
47	Cc1ccc(S(=O)(=O)CCC(=O)OCc2nnc(-c3ccc([N+](=O)[O-])cc3)o2)cc1
48	Cc1cc(Cl)ccc1NC(=S)N1CCN(C(=O)C2CCCO2)CC1 (stereo not drawn)
49	Cc1cc(=O)[nH]c2ccc(S(=O)(=O)NC3CCCCC3)cc12
50	CCN(C(=O)CSc1ccc2ccccc2c1)C1CCS(=O)(=O)C1 (stereo not drawn)
Compound	41	42	43	44	45	46	47	48	49	50
Scp1 inh	-2	2	-10	40	-9	-1	-4	-7	1	-8
SUMO1 PPI mod	13	-7	1	15	3	2	-32	3	1	2
NadD block	-4	5	-3	12	1	2	-6	-4	4	-7
TbMetRS inhib	0.0	-0.1	0.1	-2.0	2.4	-0.2	-0.3	-0.1	0.3	0.0
CSN inh	-2	2	-3	0	-2	-1	-4	-11	-2	-4
DNMT1 block	5	-9	1	-4	1	6	1	-4	2	3
PABP1 MLLE inh	-8	31	-5	-3	-3	2	-31	-14	-3	11
LMPTP inh	-1.7	2.1	-0.4	2.8	16	-0.8	-0.6	0.2	-0.5	-2.8
STEP block	-2	-2	-2	3	-6	-2	1	13	-1	3
Rpn11 block	i	i	i	i	i	i	i	i	i	i
